Screens from PubChem.
TGFb inhibitor: inhibitors of TGF-b signaling | 410,000 compounds, 1.2% hits | Potency, µM (highest dose often 46.1 µM), inactives show top-dose activity, negative = inhibition, hits mostly inhibitors | HepG2 CAGA-GFP TGF-b/SMAD3 reporter, GFP fluorescence, 18 h; TGF-beta stimulated, 500 pg/mL final | AID 588855; also: potency is read from the fitted curve at half-maximal effect; % is scaled to controls: 0 for no effect and ±100 for the full control effect; nearly all actives have a fitted effect of over 65% in size
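HEPG2 CAGA-GFP cells (1000/well, DMEM with 1% FBS) were pre-incubated 2 h at 37 degrees C, given compound by pin tool, then stimulated with TGF-beta at 500 pg/mL final for 18 h before per-cell GFP fluorescence imaging.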
A549 tox: kills or reduces viability of A549 cells in Nrf2 counter-screen; A549 ARE-Fluc cells, CellTiter-Fluor viability, 18-24 h; Potency, µM (series often up to 46 µM), for the others: top-dose activity change, negative = cytotoxicity, most hits filed as inhibitors; 390,000 compounds, 0.16% hits; AID 504648; also: potency is read from the fitted curve at half-maximal effect; % is scaled to controls: 0 for no effect and ±100 for the full control effect
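Cytotoxicity counterscreen: CellTiter-Fluor fluorescence was measured in A549 ARE_Fluc cells after 18-24 h of compound exposure in a concentration series. The subsequent BugLite luminescent read reports ARE-luciferase activity.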
Nrf2 inh: blocks Nrf2 signaling; AID 504444; 360,000 compounds, 2.1% hits; A549 ARE-Fluc reporter, luciferase luminescence, 18-24 h; Potency, µM (doses to about 46 µM), for inactives: at the highest dose activity change, negative = inhibition, most hits filed as inhibitors; also: potency is read from the fitted curve at half-maximal effect; % is scaled to controls: 0 for no effect and ±100 for the full control effect; nearly all actives have a fitted effect of over 60% in size
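A549 ARE_Fluc cells, 5000/well, 5% FBS OPTI-MEM; compounds in dose-response, 18-24 h at 37 °C/5% CO2; CellTiter-Fluor viability read (Ex 405/Em 525), then BugLite luciferase luminescence = Nrf2 activity.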
Nrf2 ARE act: Nrf2 pathway activation; AREc32 ARE-luciferase reporter (MCF7-derived line), luminescence, 24 h; Potency, µM (top dose mostly 46.1 µM), without a hit: top-dose activation, actives largely listed as activators; 410,000 compounds, 0.31% hits; AID 624171; also: potency is read from the fitted curve at half-maximal effect; % of control where 0% means no effect; nearly all actives have a fitted effect of over 65% in size
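Each well held 1000 AREc32 cells, which were incubated with compound for 24 hr at 37 deg C after overnight attachment, and ARE reporter activity was quantified by firefly luciferase luminescence.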
ATXN2 expr inh: reduces ATXN2 reporter expression in HEK-293 cells | HEK-293 ATXN2-luciferase reporter, luminescence, 24 h | Potency, µM (doses to about 57 µM), without a hit: at the top dose activity change, negative = inhibition, most hits filed as inhibitors | 360,000 compounds, 0.72% hits | AID 1745845; also: potency is read from the fitted curve at half-maximal effect; % is scaled to controls: 0 for no effect and ±100 for the full control effect; nearly all actives have a fitted effect of over 55% in size
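qHTS (up to 57 uM final) was run with 24 h compound exposure of reporter cells at 37 °C. Each well was multiplexed: SteadyGlo luminescence measured ATXN2-luciferase expression after a fluorogenic Gly-Phe-AFC viability readout (25 uM final).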
IL-2 act: activators of IL-2; 360,000 compounds, 0.065% hits; IL-2 activation reporter assay, cell-based qHTS; stimulated with anti-CD3/CD4/CD28 beads; in transgenic mouse T cells; activation, % (series mostly up to about 46 µM); in the data active = activation above about 50%; inconclusive = mostly about 30% to 49%; also: 0% is about no effect
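Quantitative HTS in unstimulated transgenic mouse T cells, with memory T cells as non-tolerant control and PMA/ionomycin as tolerance-bypass control. Compound pretreatment lasted 60 minutes before 18 h bead stimulation; EGFP/DsRed fluorescence read.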
HepG2 viability: HepG2 cytotoxicity, counter-screen for TGF-b inhibitors. 410,000 compounds, 0.76% hits. Potency, µM (series often up to 46.1 µM), without a hit: at the highest dose activity change, negative = cytotoxicity, most hits filed as cytotoxic. HepG2 CAGA-GFP viability, ATP luminescence, 18 h. AID 588856; also: potency is read from the fitted curve at half-maximal effect; some results filed as inactive show a strong effect at the top dose
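HepG2 CAGA-GFP cells (1000/well, DMEM with 1% FBS) received compound, then TGF-beta at 500 pg/mL final, and were incubated 18 hours at 37 degrees C. Viability was read by CellTiter-Glo luminescence. Media-only wells were set as complete cell-killing and DMSO as no toxicity.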
S2 tox: viability counter-screen for ATXN expression inhibitors; AID 651635; S2 cells (HEK-293 line with an ATXN2-luciferase reporter) viability, CellTiter-Fluor protease fluorescence, 24 h; 400,000 compounds, 0.49% hits; Potency, µM (titrated, usually from 56.7 µM), actives largely listed as cytotoxic; also: potency is read from the fitted curve at half-maximal effect; nearly all actives have a fitted effect of over 40% in size
EPAC2 ag: EPAC2 (human) agonism. Q8WZA2. EPAC2 activation, biochemical qHTS; response scale: 100% = 6.5 mM cAMP response. Potency, µM (doses to about 154 µM), for inactives: at the highest dose activation, most hits filed as activators. 360,000 compounds, 0.079% hits. AID 720711; also: potency is read from the fitted curve at half-maximal effect; nearly all actives have a fitted effect of over 50% in size
Target sequence (Q8WZA2 whole entry, looked up): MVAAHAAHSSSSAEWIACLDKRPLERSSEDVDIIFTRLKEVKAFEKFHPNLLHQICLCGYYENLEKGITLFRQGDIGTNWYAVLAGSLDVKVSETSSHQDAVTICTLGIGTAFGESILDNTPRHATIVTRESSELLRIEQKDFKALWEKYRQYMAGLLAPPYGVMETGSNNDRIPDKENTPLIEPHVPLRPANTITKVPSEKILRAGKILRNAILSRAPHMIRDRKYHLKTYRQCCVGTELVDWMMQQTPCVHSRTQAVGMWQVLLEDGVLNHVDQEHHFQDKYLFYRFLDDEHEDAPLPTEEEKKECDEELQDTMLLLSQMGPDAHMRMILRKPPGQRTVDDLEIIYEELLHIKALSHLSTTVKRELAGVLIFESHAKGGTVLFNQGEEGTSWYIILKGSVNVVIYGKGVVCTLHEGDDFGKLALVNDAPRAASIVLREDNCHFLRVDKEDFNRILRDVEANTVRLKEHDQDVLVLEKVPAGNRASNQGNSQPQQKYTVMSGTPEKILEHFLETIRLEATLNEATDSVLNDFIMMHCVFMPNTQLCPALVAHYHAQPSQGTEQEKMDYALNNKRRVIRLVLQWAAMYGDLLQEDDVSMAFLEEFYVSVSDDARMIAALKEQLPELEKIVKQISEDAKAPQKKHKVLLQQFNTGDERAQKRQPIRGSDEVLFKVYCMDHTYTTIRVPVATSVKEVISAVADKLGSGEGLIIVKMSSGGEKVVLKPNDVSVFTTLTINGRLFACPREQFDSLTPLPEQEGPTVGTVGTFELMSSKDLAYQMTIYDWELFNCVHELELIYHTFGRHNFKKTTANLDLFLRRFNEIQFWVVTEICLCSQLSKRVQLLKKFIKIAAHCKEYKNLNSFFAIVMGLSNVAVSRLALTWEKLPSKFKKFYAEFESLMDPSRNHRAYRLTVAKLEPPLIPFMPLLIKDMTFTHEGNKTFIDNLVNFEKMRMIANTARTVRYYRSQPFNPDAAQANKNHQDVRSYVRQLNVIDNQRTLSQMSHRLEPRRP
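Each well held 100 nM EPAC2, 250 nM RAP1B-BODIPY-GDP and 50 uM GDP. Fluorescence, read at 5-min intervals to 30 min, was referenced to a 6.5 mM cAMP positive control.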
The depositor's hits bear a star; i = inactive; ? = inconclusive; nt = not tested or not shown; [ ] = remark or other dose. Unless noted, calls follow the shape of the dose curve; as a rule, active = well fitted curve in the direction sought with a large enough effect; inconclusive = small, poorly fitted or top-dose-only effect, or another doubt; inactive = no such curve, though single readings can be large; an effect the other way counts as inactive or inconclusive.

no.	SMILES	TGFb inhibitor	A549 tox	Nrf2 inh	Nrf2 ARE act	ATXN2 expr inh	IL-2 act	HepG2 viability	S2 tox	EPAC2 ag
1	O=C(NCc1ccc2c(c1)OCO2)c1ccc2c(c1)S(=O)(=O)c1ccccc1C2=O	?	0%	-9%	4.3%	-2%	-0.3	-2%	i	11%
2	COc1ccc(OC)c(C=C2CCc3ccccc3C2=O)c1	-23%	nt	nt	?	0%	0.1	3%	?	18%
3	COCCOc1cc2ncnc(N3CCC(C(=O)O)CC3)c2cc1OCCOC	1%	-2%	4%	-0.6%	0%	3.5	21%	i	4%
4	C=CCNC(=O)c1cnn(-c2ccccc2)c1-c1ccccc1	1%	12%	23%	-0.2%	-12%	2.4	-14%	?	1%
5	NCCCC[C@H]1CNC(=S)N1CCCCC1CCCCC1	?	2%	2%	3.1%	-20%	-0.4	-37%	?	5%
6	O=C(O)c1ccc(-c2ccc(/C=C3\NC(=O)N(Cc4ccc(Cl)cc4)C3=O)o2)cc1Cl	-6%	2%	-4%	3.3%	-20%	0.2	1%	nt	14%
7	CCOC(=O)[C@H]1[C@H]2COc3ccc(Cl)cc3[C@@H]2N2C(=O)c3cc(Br)ccc3NC(=O)[C@@]12C	?	-3%	-15%	0.2%	-13%	-2.0	-28%	i	12%
8	CCCCOc1ccc(C2NC(=O)NC(C)=C2C(C)=O)cc1OCC (centres undefined)	-12%	10%	-25%	-0.7%	nt	-0.4	-31%	i	19%
9	CC(Oc1ccc(Cl)cc1)C(=O)N/N=C/c1ccsc1 (centres undefined)	5%	1%	9%	3.6%	-10%	-1.5	8%	i	1%
10	COc1ccc(NC(=O)CN(C)CC(=O)Nc2ccc(C)c(S(=O)(=O)N3CCCCC3)c2)cc1	?	?	?	-0.3%	-26%	-0.5	-26%	i	9%
11	O=C(CSc1cc(Cl)ccc1Cl)Nc1ccc(N2CCOCC2)cc1	10%	2%	-21%	-0.1%	-4%	0.8	7%	i	6%
12	CC12CC3(C)CC(C)(C1)CC(NC(=O)N1CCCC1)(C2)C3	-29%	-12%	?	-0.6%	-6%	-1.0	-18%	i	-3%
13	O=C(O)c1ccc(O)c(N2C(=O)Nc3ccccc3N2O)c1	5%	5%	13%	-0.4%	5%	-1.9	-4%	i	9%
14	O=[N+]([O-])c1ccc(C2CC(c3ccccc3)=Nc3ccccc3S2)cc1 (centres undefined)	?	-2%	13%	5.5%	nt	-1.2	-35%	?	10%
15	COC(=O)C1=C(C)N(C)C(=O)NC1c1c(OC)ccc2ccccc12 (centres undefined)	-2%	4%	-16%	0.0%	-13%	-0.5	-1%	i	0%
16	Cc1ccc(S(=O)(=O)N2CC3(O)CN(C(=O)OC(C)C)N(C(=O)OC(C)C)CC3(OC(=O)NC3CCCC3)C2)cc1 (centres undefined)	6%	nt	nt	-0.5%	3%	0.4	3%	?	0%
17	O=C(/C=C/c1ccco1)NCC1OCCc2ccccc21 (centres undefined)	-2%	-1%	-9%	9.7%	26%	-2.2	16%	i	-6%
18	CC(C)CCOc1ccc(C2=NNC(=O)CC2)cc1	0%	1%	?	3.9%	-22%[11.3 µM]	-0.6	9%	i	-1%
19	N[C@@H](C(=O)N[C@@H]1C(=O)N2C(C(=O)O)=C(Cl)CS[C@H]12)c1ccccc1	6%	-1%	-4%	-0.4%	-3%	-0.7	-4%	i	2%
20	Nc1ncnc2c1[nH]c(=S)n2C1OC(CO)C(O)C1O (centres undefined)	2%	-3%	10%	nt	nt	nt	5%	nt	nt
21	CC(=O)NC1C(OCc2cccc(Br)c2)OC(COC(C)=O)C(OC(C)=O)C1OC(C)=O (centres undefined)	0%	0%	6%	2.2%	-12%	-0.9	0%	i	-9%
22	Cc1cc(C)c(NS(=O)(=O)c2c(C)noc2C)c(C)c1	10%	-1%	0%	-0.5%	nt	-0.2	3%	?	-1%
23	COc1ccc2nc3n(c(=O)c2c1)-c1cc2ccccc2cc1C(=O)NC3Cc1ccc(O)cc1 (centres undefined)	?	nt	nt	-4.5%	?	-2.6	-18%	?	5%
24	CSc1ncc(Cl)c(C(=O)Nc2c(C(=O)c3ccc(Cl)cc3)oc3ccccc23)n1	9%	8%	16%	-0.6%	7%	nt	-10%	i	nt
25	Cc1cc(C)n2nc(CNC(=O)c3cccc(Cl)c3)nc2n1	-40%	6%	-6%	-0.8%	nt	nt	2%	nt	nt
26	O=C(Nc1ccc(C(F)(F)F)cc1)N1CCC(N2CCCCC2)CC1	nt	-3%	13%	0.3%	nt	nt	-18%	nt	nt
27	COc1ccc(OC)c(NC(=O)CCN2C(=O)c3cccc([N+](=O)[O-])c3C2=O)c1	-6%	?	?	-0.4%	-1%	-0.3	-10%	i	7%
28	COc1ccc(S(=O)(=O)N2CCOC2CNC(=O)C(=O)NCCN2CCOCC2)cc1OC (centres undefined)	?	1%	-8%	-0.2%	3%	-2.9	-37%	i	2%
29	Cc1ccccc1CN1C(=O)c2ccccc2C1c1nnnn1Cc1ccccc1 (centres undefined)	nt	nt	nt	-0.2%	4%	0.5	nt	i	9%
30	Cc1cc(=O)[nH]c(N/N=C/c2ccc(F)cc2)n1	2%	2%	?	2.6%	15%	0.9	-6%	i	10%
31	Cc1ccc(NC(=S)N2CCCC(c3nc4ccccc4[nH]3)C2)cc1 (centres undefined)	-6%	0%	13%	3.2%	nt	2.6	-10%	i	1%
32	O=C(NCCN1CCCCC1)c1cc(OCC(F)(F)F)ccc1OCC(F)(F)F	3%	0%	18%	-0.5%	3%	-1.6	-6%	i	-1%
33	COc1ccc(C2C3=C(CC(C)(C)CC3=O)N(C)C3=C2C(=O)CC(C)(C)C3)cc1	-1%	16%	3%	3.7%	-11%[2.22 µM]	-3.3	-12%	nt	3%
34	CC1Sc2ccc(S(=O)(=O)N3CCN(c4ccccc4)CC3)cc2NC1=O (centres undefined)	?	-5%	7.3µM*	0.7%	nt	-0.3	-19%	?	-11%
35	COC(=O)c1ccccc1S(=O)(=O)N1CCC(C(=O)N2CCC2)CC1	0%	1%	-2%	-0.8%	0%	4.3	0%	i	7%
36	O=C(c1cccs1)N(C(=O)c1cccs1)c1ccccn1	-5%	-7%	26%	3.9%	24%	-0.3	8%	i	1%
37	COc1ccc(-c2c(-c3ccccc3OC)oc3ccccc23)cn1	?	2%	?	13%	2%	-0.5	-26%	i	10%
38	COc1ccc(OC)c(NC(=O)CC2C(=O)NCCN2C(=O)C(F)(F)F)c1 (centres undefined)	-8%	16%	nt	-0.3%	3%	nt	-63%	i	nt
39	NC(CO)C12CC3CC(CC(C3)C1)C2 (centres undefined)	13%	-2%	-9%	-0.1%	nt	1.9	-19%	i	8%
40	CSc1sc(C(=O)NC(=O)NCc2cccnc2)c(C)c1-c1ccon1	-13%	0%	-19%	0.7%	1%	-0.2	-36%	i	-1%
41	Cn1c(=NC(=O)C(C)(C)C)sc2cccc(F)c21	?	2%	22%	0.3%	nt	0.1	-26%	i	12%
42	CC(=O)Nc1ccc(NC(=O)COC(=O)C2CCCCC2)cc1	4%	1%	7%	2.7%	nt	-0.3	-5%	i	-3%
43	CN(C(=O)c1cc(-c2ccccc2O)on1)c1ccccc1	-19%	-6%	20%	8.5%	10%	nt	-6%	i	nt
44	Cc1cc(C)c(S(=O)(=O)N2CCCCC2CCNC(=O)C(=O)NC2CC2)c(C)c1 (centres undefined)	5%	-18%	?	-0.4%	7%	-1.4	-31%	i	-4%
45	NS(=O)(=O)c1cnccc1Nc1ccc(Cl)c(Cl)c1	0%	2%	-8%	0.2%	-4%	-0.8	22%	?	-1%
46	CC(=O)C[C@H](O)CC(=O)[C@H]1OC(=O)CCCCC/C=C/Cc2ccccc21	0%	3%	9%	3.1%	-11%	-0.3	-23%	i	2%
47	COC(=O)CN1C(=O)[C@H]2[C@@H](/C=C/c3ccccc3)N3C(=O)CN(Cc4ccccc4)C(=O)[C@@]3(Cc3ccccc3)[C@H]2C1=O	5%	5%	-4%	0.2%	-9%	-0.3	-20%	i	-3%
48	CC(=O)Nc1ccc(C=NNc2ccc([N+](=O)[O-])cn2)cc1	0%	-19%	?	0.6%	25%	1.4	-5%	?	-10%
49	C[n+]1cccc2cccc([O-])c21	-11%	-3%	?	0.1%	nt	-0.1	-7%	i	?
50	O=C(O)C1CC(O)CN1c1nc(Cl)ccc1[N+](=O)[O-] (centres undefined)	0%	3%	25%	0.3%	4%	1.0	0%	i	15%

Compounds from the list above that have bromine (two):
no.	SMILES	TGFb inhibitor	A549 tox	Nrf2 inh	Nrf2 ARE act	ATXN2 expr inh	IL-2 act	HepG2 viability	S2 tox	EPAC2 ag
7	CCOC(=O)[C@H]1[C@H]2COc3ccc(Cl)cc3[C@@H]2N2C(=O)c3cc(Br)ccc3NC(=O)[C@@]12C	?	-3%	-15%	0.2%	-13%	-2.0	-28%	i	12%
21	CC(=O)NC1C(OCc2cccc(Br)c2)OC(COC(C)=O)C(OC(C)=O)C1OC(C)=O (centres undefined)	0%	0%	6%	2.2%	-12%	-0.9	0%	i	-9%
